# Bioassay records as filed in PubChem.
# GDH-TPI inh = counter-screen for M. tuberculosis FBA inhibitors: GDH-TPI coupled enzymes | GDH-TPI coupled enzyme counterscreen, NADH absorbance | inhibition, % at 4.8 µM | actives 1.2% (n = 360,000) | AID 588335; in the data active = inhibition above about 30%;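 note: 0% = DMSO wells and 100% = wells lacking the enzyme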
# 3CLpro inhibitor = SARS-CoV 3CLpro protease inhibition; recombinant SARS-CoV 3CLpro, quenched FRET peptide cleavage; actives 0.14% (n = 290,000); P0C6X7; inhibition, % at 6 µM; in the data active = inhibition above about 12%
# PriA SSB inh = blocks PriA binding to SSB C-terminal tail. AlphaScreen SSBct-PriA binding, biotinylated peptide. inhibition, % at 33 µM. actives 0.6% (n = 430,000); in the data active = inhibition mostly above about 37%, no sharp cut-off; inactive = mostly below about 20%;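 note: plate controls were negative control peptide for no effect and reference peptide for full effect; strong numbers were not always called active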
# Rv3671c inh = inhibits the M. tuberculosis serine protease Rv3671c | P9WHR9 | inhibition, % at 5.96 µM | actives 0.048% (n = 320,000) | AID 2606; in the data active = inhibition above about 38%;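 note: extracellular domain of Rv3671c used as enzyme; 0% = enzyme with DMSO and 100% = no enzyme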
# UGM FP inh = inhibitors of M. tuberculosis UDP-galactopyranose mutase; P9WIQ1; purified UGM, fluorescence polarization probe displacement; inhibition, % at 10 µM; actives 0.06% (n = 320,000); in the data active = inhibition above about 10%, passing the limit was not always enough
# Target sequence (P9WIQ1 whole entry, looked up): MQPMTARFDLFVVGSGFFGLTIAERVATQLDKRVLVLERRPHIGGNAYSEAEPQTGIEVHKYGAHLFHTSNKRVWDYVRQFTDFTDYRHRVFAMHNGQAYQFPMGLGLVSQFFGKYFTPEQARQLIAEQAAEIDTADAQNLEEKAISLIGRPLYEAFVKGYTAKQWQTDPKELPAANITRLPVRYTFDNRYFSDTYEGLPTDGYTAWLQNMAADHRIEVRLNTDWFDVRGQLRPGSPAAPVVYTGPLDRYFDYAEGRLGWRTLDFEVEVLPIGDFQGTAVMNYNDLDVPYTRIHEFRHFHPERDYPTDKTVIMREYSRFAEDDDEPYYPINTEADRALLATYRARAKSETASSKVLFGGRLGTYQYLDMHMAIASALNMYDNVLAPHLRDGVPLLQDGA
# MazF activator = activators of E. coli MazEF toxin-antitoxin RNase | FAM/BHQ RNA-DNA oligo cleavage fluorescence, 5 h | AID 504720 | P0AE70 | actives 0.32% (n = 350,000) | activation, % at 20 µM; in the data active = activation above about 50%
# Target sequence (P0AE70 whole entry, looked up): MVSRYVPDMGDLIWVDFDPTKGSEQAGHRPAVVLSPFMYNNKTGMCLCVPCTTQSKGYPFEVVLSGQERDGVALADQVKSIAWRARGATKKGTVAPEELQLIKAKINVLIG
# Mtb FBA inh = Mtb fructose-bisphosphate aldolase inhibition | P9WQA3 | purified M. tuberculosis FBA, fluorescence read-out | inhibition, % at 1 µM | actives 2.3% (n = 360,000); in the data active = inhibition above about 27%;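 note: 0% = vehicle and 100% = reference inhibitor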
# Target sequence (P9WQA3 whole entry, looked up): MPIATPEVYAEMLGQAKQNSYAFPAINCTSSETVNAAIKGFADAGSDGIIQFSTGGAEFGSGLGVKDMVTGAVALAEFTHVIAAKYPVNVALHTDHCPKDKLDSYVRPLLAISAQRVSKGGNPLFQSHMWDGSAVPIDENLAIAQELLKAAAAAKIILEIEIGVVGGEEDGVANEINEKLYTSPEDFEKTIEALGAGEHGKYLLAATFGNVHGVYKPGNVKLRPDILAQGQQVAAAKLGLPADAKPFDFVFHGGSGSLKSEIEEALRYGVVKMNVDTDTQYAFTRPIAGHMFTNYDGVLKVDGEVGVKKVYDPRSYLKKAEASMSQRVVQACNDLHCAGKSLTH
# Mtb BioA inh = BioA (M. tuberculosis) enzyme inhibition. actives 0.096% (n = 360,000). inhibition, % at 9.99 µM. purified M. tuberculosis BioA enzyme, plate reader; in the data active = inhibition above about 40%
# BH1578 lux ind = inducers of Vibrio cholerae quorum light production without autoinducers. actives 0.16% (n = 350,000). V. cholerae BH1578 lux reporter, luminescence, 6 h. AID 588436. activation, % at 18.7 µM; in the data active = activation mostly above about 9.7%, no sharp cut-off; note: not every result past the cut was called active; inactives centre near 0; reference of the scale not given here
# DUSP3 inh = DUSP3 (human) phosphatase inhibition. P51452. recombinant VHR phosphatase, pNPP absorbance. inhibition, % at 13.3 µM. actives 0.52% (n = 290,000); in the data active = inhibition above about 50%; note: some compounds called inactive have numbers as strong as hits
# Target sequence (P51452 whole entry, looked up): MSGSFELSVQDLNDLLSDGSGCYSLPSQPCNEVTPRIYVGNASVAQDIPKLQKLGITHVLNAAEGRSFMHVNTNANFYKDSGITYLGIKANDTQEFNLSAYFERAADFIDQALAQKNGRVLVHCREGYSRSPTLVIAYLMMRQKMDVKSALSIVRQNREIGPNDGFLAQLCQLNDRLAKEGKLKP
# The depositor's hits bear a star; i = inactive; / = no result given; & = joins results of further samples. This is a subset, so the mix of outcomes need not match the whole.
SMILES,GDH-TPI inh,3CLpro inhibitor,PriA SSB inh,Rv3671c inh,UGM FP inh,MazF activator,Mtb FBA inh,Mtb BioA inh,BH1578 lux ind,DUSP3 inh
Cc1nc(C(F)(F)F)c(C(=O)O)cc1-c1nc(-c2ccccc2)cs1,-1,7,-15,1,3.1,9,16,-2.0,1.4,26
COC(=O)Cn1c(CCS(=O)(=O)c2ccc(C)cc2)nc2ccccc21,3,-4,-9,3,0.0,6,5,-2.2,-0.4,-4
N/C(=N\c1nc2ccccc2o1)NC(=O)c1cccc(Br)c1,-4,0,/,3,3.4,-47,4,-2.1,i,10
COC(=O)c1cn(C)c2ccc(S(=O)(=O)N(C)C3CCCCC3)cc2c1=O,9,/,/,/,/,2,6,1.0,i,/
Cc1ccc(S(=O)(=O)N2CCOC2CNC(=O)C(=O)NCc2ccccc2)cc1 (centres undefined),2,-3,7,-6,1.5,7,2,-1.4,1.5,29
CSc1ccc(S(=O)(=O)NC2CCCCCC2)cc1,-5,-5,-19,-4,-0.7,1,-1,0.9,i,-18
O=C(Cn1cnc2c(nnn2-c2ccccc2)c1=O)NCCc1ccccc1,-1,-1,-8,-2,0.2,8,1,0.6,-0.6,-2
Cn1c(/C=C/c2ccc(Cl)cc2)c([N+](=O)[O-])c(=O)n(C)c1=O,1,1,3,-2,1.8,-1,-2,0.0,-0.4,27
COC(=O)C1=CN(Cc2ccc(F)cc2)C=C(C(=O)OC)C1c1cc(OC)c(OC)c(OC)c1,2,1,-14,1,0.8,1,29*,4.8,-1.8,-12
Nc1cc(=O)[nH]c(SCC(=O)NC2CCCc3ccccc32)n1 (centres undefined),5,1,-6,0,-0.4,13,1,0.5,-0.4,17
CC1=NN(c2nc(-c3ccc(C)cc3)cs2)C(=O)C1N=Nc1cccc(C)c1 (centres undefined),-6,9,2,1,4.9,3,-4,/,0.0,1
C[C@H]1CN([C@@H](C)CO)C(=O)CCCn2nncc2CO[C@H]1CN(C)C(=O)Oc1ccc2ccccc2c1,-9,/,/,/,/,2,0,-0.3&1.5&-0.8,i,/
CN1CCN(C2CCN(c3ccc(Nc4nnc(Cl)c(Nc5ccccc5S(C)(=O)=O)n4)c(OC(CF)CF)c3)CC2)CC1,13,/,29,-3,0.9,20,1,0.3,i,/
CCc1ccccc1N(C)S(=O)(=O)c1ccc2[nH]cc(C(=O)N3CCc4ccccc43)c(=O)c2c1,6,0,-17,-72,1.1,-26,5,/,-0.3,0
CC(C)CNC(=S)NC(=O)c1csc([N+](=O)[O-])c1,1,-2,-5,-2,5.6,6,-2,/,-0.7,-3
COc1ccc(S(=O)(=O)N2CCOCC2)cc1NC(=O)COC(=O)c1ccc(C)s1,7,0,-7,/,/,-1,-1,-1.8,2.1,42
CC(OC(=O)CCN=C1NS(=O)(=O)c2ccccc21)C(=O)N(C)C1CCCCC1 (centres undefined),-10,/,6,-1,0.9,1,1,-0.2,-5.0,/
CCCNC(=O)C1(C)CCN(Cc2cc(C)n(C)n2)C1 (centres undefined),7,/,/,/,/,/,1,0.3,i,/
CCOC(=O)C(=CNc1cccc(C)c1C)C(=O)OCC,15,1,-14,0,0.1,-3,-2,/,-0.8,-1
O=C(Nc1ccc(F)cc1F)NC1CC1,9,-2,-6,1,3.8,2,0,/,-0.3,-3
COc1ccc(OC)c(C2=NNC(=NCc3ccc4c(c3)OCO4)SC2)c1,9,-5,36,-13,-1.0,8,6,/,-0.2,2
COCc1c(C(=O)OC)nnn1-c1ccccc1,7,0,3,-5,-2.5,-10,2,-0.6,-0.1,0
Cc1ccc(-n2ncc3c(NCc4ccc5c(c4)OCO5)ncnc32)c(C)c1,-5,-1,4,0,-0.2,1,2,2.8,-0.3,21
COc1ccc(S(=O)(=O)n2nc(C)cc2C)cc1OC,-5,0,-15,2,-0.2,7,1,-0.3,0.8,-28
O=S(=O)(NCC(c1cccnc1)N1CCN(c2ccc(F)cc2)CC1)c1cc(F)ccc1F (centres undefined),5,-1,7,-3,-2.2,-9,-1,-0.6,1.5,/
COC(=O)c1ccc(SCc2ccccc2)nc1,1,/,-22,9,-0.3,-3,3,0.3,i,/
CCOC(=O)C1(CCCc2ccccc2)CCN(S(C)(=O)=O)CC1,8,1,-17,-4,3.8,1,0,-0.4,-0.8,11
CC(C)Oc1ccc(C(CCN)C2CCCCC2)cc1 (centres undefined),-1,-1,7,0,-0.4,31,2,4.0,-0.9,16
Cc1sc2ncnc(NCCCO)c2c1C,0,2,-8,-7,0.7,4,2,1.1,-0.2,9
COc1ccc(CNC(=O)COC(=O)c2ccc3ccccc3n2)cc1,5,/,7,-3,1.6,-14,-1,-3.6,i,/
O=C(CNC(=O)c1cccc(S(=O)(=O)N2CCc3ccccc32)c1)Nc1ccccc1Br,-1,/,1,/,/,-5,-2,0.7,i,/
CCOc1ccc(C(=S)N2CCOCC2)cc1OC,0,-3,-4,0,2.2,-4,-4,0.6,i,4
Cc1ccc(N(C(=O)c2ccc(S(=O)(=O)N(C)C)cc2)C2C=CS(=O)(=O)C2)cc1 (centres undefined),3,-2,-14,-15,1.2,10,5,/,-0.3,16
CCN1CCN(S(=O)(=O)c2ccc3ccccc3c2)CC1,-7,0,-3,10,/,0,2,-0.5,-0.4,26
CCC(=O)NCCCc1nc2ccccc2n1Cc1ccccc1F,-3,-1,-9,-1,-0.3,6,-2,4.5,i,23
Cc1cc(C)nc(/N=C(\N)N(Cc2ccccc2)Cc2ccccc2)n1,-5,7,/,10,-4.9,6,-2,4.1,-0.4,9

# 6 structures already listed, arranged by SMILES length, smallest number first:
SMILES,GDH-TPI inh,3CLpro inhibitor,PriA SSB inh,Rv3671c inh,UGM FP inh,MazF activator,Mtb FBA inh,Mtb BioA inh,BH1578 lux ind,DUSP3 inh
CC(C)Oc1ccc(C(CCN)C2CCCCC2)cc1 (centres undefined),-1,-1,7,0,-0.4,31,2,4.0,-0.9,16
COc1ccc(CNC(=O)COC(=O)c2ccc3ccccc3n2)cc1,5,/,7,-3,1.6,-14,-1,-3.6,i,/
CCOC(=O)C1(CCCc2ccccc2)CCN(S(C)(=O)=O)CC1,8,1,-17,-4,3.8,1,0,-0.4,-0.8,11
Cc1cc(C)nc(/N=C(\N)N(Cc2ccccc2)Cc2ccccc2)n1,-5,7,/,10,-4.9,6,-2,4.1,-0.4,9
O=S(=O)(NCC(c1cccnc1)N1CCN(c2ccc(F)cc2)CC1)c1cc(F)ccc1F (centres undefined),5,-1,7,-3,-2.2,-9,-1,-0.6,1.5,/
Cc1ccc(N(C(=O)c2ccc(S(=O)(=O)N(C)C)cc2)C2C=CS(=O)(=O)C2)cc1 (centres undefined),3,-2,-14,-15,1.2,10,5,/,-0.3,16

# (list continues)
SMILES,GDH-TPI inh,3CLpro inhibitor,PriA SSB inh,Rv3671c inh,UGM FP inh,MazF activator,Mtb FBA inh,Mtb BioA inh,BH1578 lux ind,DUSP3 inh
COc1cccc(CCNC(=O)CC2C(=O)NCCN2CC(C)(C)C)c1 (centres undefined),-3,-1,-1,-5,-0.8,8,2,/,i,9
CCN(CC)C(=O)C(=O)Nc1cccc(Br)c1,1,1,-4,-6,0.0,-2,6,/,1.3,15
O=C(Oc1ccc(C(=S)N2CCOCC2)cc1)c1ccccc1,3,3,7,1,0.5,-7,-2,/,-0.3,33
Cc1ccc(/C=N/NC(=O)c2nnn(-c3nonc3N)c2CNc2ccccc2)cc1,-3,1,/,3,-0.5,8,-1,-1.9,11,-3
Clc1ccc(-c2ccc(SCc3ccccn3)nn2)cc1,1,1,-6,-2,-0.6,0,0,1.5,i,28
COc1ccc(CNC(=O)CCNS(=O)(=O)c2cccc3nsnc23)cc1,3,5,-5,12,0.7,1,0,/,-0.5,11
O=C(O)C1CCCCC1C(=O)Nc1cccc(Cl)c1Cl (centres undefined),1,4,-2,-4,-1.8,0,-3,-4.4,-0.6,41
COc1ccc(N(C(=O)CCl)C(C(=O)NCCc2ccccc2)c2cccs2)cc1Cl (centres undefined),7,4,-9,-2,3.6,-9,-3,/,-0.3,4
Cc1ccc(NC(=O)COC(=O)Cn2cnc3c2c(=O)n(C)c(=O)n3C)cc1,4,/,-7,-4,1.2,9,0,-2.0,-2.0,/
O=C(CCNC(=O)N1CC(=O)Nc2ccccc21)NCc1cccc(Cl)c1,2,-3,3,1,-0.3,8,-3,-1.0,i,11
Cc1ccc(-n2nc(C)c3c(C)c(CCC(=O)NCc4ccco4)c(C)nc32)cc1,14,/,96*,-9,5.2,-1,21,-1.0,-0.3,42
Cc1csc(NC(=O)CSc2nnc(CCNC(=O)c3ccc(Cl)c(Cl)c3)n2C)n1,-10,-1,-8,-3,1.0,24,3,-1.2,-0.3,25
COc1ccccc1NC(=O)Nc1ccc(C(N)=O)cc1,2,2,-2,6,-4.0,-2,2,/,i,12
O=C1CC(C(F)(F)C(F)(F)C(F)(F)F)=Nc2ccccc2N1,-6,-1,-7,-4,2.7,-2,-2,2.3,-0.6,-14
CCCNC(=O)c1cc(S(=O)(=O)N2CCc3ccccc32)cn1C,6,-1,-2,-5,1.8,4,3,-0.3,-0.2,-6
O=C(Cc1ccccc1)Nc1nnc(-c2ccco2)o1,7,3,1,8,1.3,5,-3,/,-2.8,17
COC(=O)c1ccc(CNC(=O)CCC(=O)N2CCOCC2)cc1,12,/,12,4,-0.8,-9,3,-1.0,0.0,/
CC(C)c1ccc(/C=C/c2[nH]c(=O)[nH]c(=O)c2[N+](=O)[O-])cc1,13,3,-23,-11,-0.8,5,-4,0.9,i,17
O=c1[nH]c2ccccc2cc1-c1noc(-c2cccnc2)n1,15,2,-11,-7,2.3,1,20,-1.0,-0.5,32
CCN1C(=O)C(C)S/C1=N\S(=O)(=O)c1ccc(F)cc1 (centres undefined),-1,-1,/,-5,/,4,-2,/,-0.4,-2
Clc1ccc(OCCN2CCOCC2)cc1,-6,0,4,-2,1.4,1,-3,-1.6,i,0
C=CCSc1ncccc1C(=O)NCCc1ccc(Cl)cc1,0,4,-14,2,1.8,12,-1,0.6,i,-20
CSCc1ccc(C(=O)NCc2ccc(C)cc2)cc1,-3,1,-10,-2,0.6,-1,-2,1.0,-0.6,-2
CCc1nnc(NC(=O)c2ccc(-c3cccc(C(F)(F)F)c3)o2)s1,25,5,2,7,-0.3,0,4,1.2,-0.5,-29
N/C(=N\NS(=O)(=O)c1ccccc1C(F)(F)F)c1ccccn1,-6,2,/,5,1.3,-5,-2,-0.6,-1.9,-14
Cn1cnnc1SCC(=O)Nc1ccc(Br)cc1F,3,2,4,-8,-1.8,8,2,-1.4,i,25
Cn1ccnc1SCC(=O)c1c(N)n(C)c(=O)n(C)c1=O,0,/,-13,0,-1.6,2,1,-0.3,i,/
O=C(CCc1nc2ccccc2c(=O)[nH]1)OCc1nnc(-c2ccccc2)o1,-1,1,-16,5,-1.0,6,0,-0.9,0.0,-17
CC1(C)N([O-])C(c2ccccc2)=C[N+](=O)C1(C)C,20,-8,7,2,1.0,-5,-1,/,-0.3,10
O=C(Nc1cccc(C(F)(F)F)c1)C1(c2ccccc2)CC1,-6,-1,-43,-2,1.0,1,-7,/,-0.3,18
CNC(=O)c1c(NC(=O)CCS(=O)(=O)c2ccc(F)cc2)sc(C)c1C,-5,/,-14,-4,/,5,-3,-0.5,-5.9,/
CCc1cc2c(=O)[nH]c(-c3ccncc3)nc2s1,16,0,-18,2,0.0,-17,11,/,-0.2,10
CN1CCN(C(=O)C2CCC(=O)N(Cc3cccc(C(F)(F)F)c3)C2)CC1 (centres undefined),-4,0,-5,8,-1.1,0,0,0.6,i,-3
COc1cc(OC)c(NC(=O)Cn2cccc2)cc1Cl,8,2,15,-3,1.5,-5,1,-3.2,-0.3,7
Cc1ccc(CS(=O)(=O)Cc2ccc(C(=O)N3CCC4(CC3)OCCO4)o2)cc1,4,3,0,1,1.7,4,2,-0.5,1.8,23
CCN1CCN(c2nc(Nc3ccc(C)c(C)c3)nc(N)c2[N+](=O)[O-])CC1,11,-2,25,-2,0.2,-3,-4,/,i,14
Cc1ccc(C2(C)NC(=O)N(CC(=O)N3CCN(S(=O)(=O)c4cccs4)CC3)C2=O)cc1 (centres undefined),1,/,-8,1,-4.2,2,-1,-1.1,-0.9,/
